# Compound activity: PubChem, Southern Research Specialized Biocontainment Screening Center
# VEEV TC-83 Vero – inhibitors of VEEV TC-83 cytopathic effect, confirmation, Vero cells (AID 588727) | Vero cells, VEEV TC-83 cytopathic effect inhibition; higher % means a stronger effect | inhibition, % at 20 µM; hits with a dose series show IC50 in µM | 350,000 tested, 0.13% active; in the data active = a potency from the dose series; inconclusive = inhibition mostly from about 14% at the one dose, without a potency; inactive = the rest, 99 in 100 with inhibition below about 12%; also: strong numbers were not always called active
# tuberculosis growth – growth inhibition of non-replicating M. tuberculosis (AID 488890); inhibition, % at 25 µM; hits with a dose series show IC50 in µM; 320,000 tested, 0.39% active; Mycobacterium tuberculosis non-replicating, growth inhibition; higher % means a stronger effect; in the data active = a potency from the dose series; inconclusive = inhibition mostly from about 82% at the one dose, without a potency; inactive = the rest, 99 in 100 with inhibition below about 76%;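 also: plate controls were DMSO cells for no effect and high antibiotic wells for full effect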
# PhoP GFP inhibition – Inhibition of PhoP regulon, Salmonella typhi GFP reporter cells, confirmation, 4 h (AID 1850); one-dose inhibition, % at 50 µM; IC50 in µM for titrated hits; Salmonella Typhi PhoP-promoter GFP reporter, fluorescence, 4 h; higher % means a stronger effect; 310,000 tested, 0.33% active; in the data active = a potency from the dose series; inconclusive = inhibition mostly from about 25% at the one dose, without a potency; inactive = the rest, 99 in 100 with inhibition below about 19%;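 also: 0% = induced wells with vehicle and 100% = uninduced wells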
# H1N1 NS1A inhibition – H1N1 influenza NS1A inhibitors, functional cell based assay (AID 504329); NS1A functional cell-based assay, percent inhibition; higher % means a stronger effect; 340,000 tested, 0.3% active; inhibition, % at 12.5 µM, or IC50 in µM where a hit was titrated; in the data active = a potency from the dose series; inconclusive = inhibition above about 27% without an active follow-up result; also: strong numbers were not always called active
# H37Rv inhibition – M. tuberculosis growth inhibition, HTS (AID 449762) | M. tuberculosis H37Rv growth inhibition, 7H9 media; higher % means a stronger effect | inhibition, % at 25 µM, or IC50 in µM where a hit was titrated | 330,000 tested, 0.59% active; in the data active = a potency from the dose series; inconclusive = inhibition above about 70% without an active follow-up result;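 also: bacterial growth assessed after seven days of incubation; strong numbers were not always called active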
# VEEV TC-83 Vero 10K pilot screen – also measured in VEEV TC-83 Vero; calls as there; inhibition, %; measured here: 10K pilot screen inhibition
# * hit, by the source's call; i = inactive; ? = inconclusive; · = no result given.
SMILES,VEEV TC-83 Vero,tuberculosis growth,PhoP GFP inhibition,H1N1 NS1A inhibition,H37Rv inhibition,others
Cc1ccc(S(=O)(=O)N2CCN(C(=O)C3COc4ccccc4O3)CC2)cc1C (configuration not stated),2.4%,4%,-12%,-8%,-3%,
O=C(CNS(=O)(=O)c1ccccc1)N1CCc2ccccc2C1,4.9%,9%,-1%,-1%,0%,
O=C(c1ccc(Br)o1)N1CCN(Cc2ccc3c(c2)OCO3)CC1,0.7%,?,6%,-17%,36%,
Cc1cc(C)c2nc(Cl)c(CN(Cc3ccco3)C(=O)Nc3ccccc3C)cc2c1,2.6%,21%,-3%,8%,6%,
O=C(Cc1ccccc1F)N1CCN(S(=O)(=O)c2ccc(Cl)cc2)CC1,i,-3%,·,-4%,0%,
CCOC(=O)c1oc2ccccc2c1NC(=O)C(C)(C)C,0.2%,0%,-6%,-1%,1%,
CC1CCCCN1S(=O)(=O)c1ccc2c(c1)CCN2C(=O)C1CC1 (configuration not stated),0.6%,13%,6%,1%,-4%,
COc1ccccc1/C=C/C(=O)OCC(=O)NNC(=O)c1ccccc1,0.8%,-1%,-4%,5%,-9%,
COc1ccc(/C=N\Nc2ccc([N+](=O)[O-])cc2)c(C(=O)O)c1OC,0.8%,29%,1%,-6%,?,
CCN(Cc1cnn(C)c1)C(=O)c1cc(COc2cc(C)c(Cl)c(C)c2)on1,1.3%,20%,2%,9%,10%,
Cc1cccc(NC(=O)c2nc(-c3ccccc3)n(-c3ccccc3)n2)c1C,8.9%,16%,-1%,3%,1%,
CC1(C)CC(=O)C(C(=O)/C=C/c2ccco2)C(=O)C1,i,10%,-16%,-9%,8%,

# Arranged by SMILES length (low to high): some entries from above
SMILES,VEEV TC-83 Vero,tuberculosis growth,PhoP GFP inhibition,H1N1 NS1A inhibition,H37Rv inhibition,others
CC1(C)CC(=O)C(C(=O)/C=C/c2ccco2)C(=O)C1,i,10%,-16%,-9%,8%,
O=C(c1ccc(Br)o1)N1CCN(Cc2ccc3c(c2)OCO3)CC1,0.7%,?,6%,-17%,36%,
COc1ccc(/C=N\Nc2ccc([N+](=O)[O-])cc2)c(C(=O)O)c1OC,0.8%,29%,1%,-6%,?,

# The main list resumes with the 3 entries that preceded the break.
SMILES,VEEV TC-83 Vero,tuberculosis growth,PhoP GFP inhibition,H1N1 NS1A inhibition,H37Rv inhibition,others
CCN(Cc1cnn(C)c1)C(=O)c1cc(COc2cc(C)c(Cl)c(C)c2)on1,1.3%,20%,2%,9%,10%,
Cc1cccc(NC(=O)c2nc(-c3ccccc3)n(-c3ccccc3)n2)c1C,8.9%,16%,-1%,3%,1%,
CC1(C)CC(=O)C(C(=O)/C=C/c2ccco2)C(=O)C1,i,10%,-16%,-9%,8%,
O=C(Nc1ccc2c(c1)OCCO2)C1CC1c1ccccc1 (configuration not stated),1.6%,63%,-8%,6%,2%,
Cc1cc(C)cc(NC(=O)C2CCN(S(=O)(=O)c3ccc4c(c3)NC(=O)C(C)S4)CC2)c1 (configuration not stated),3.6%,39%,-23%,2%,12%,
CCOC(=O)c1c(NC(=O)CSc2nc3ccccc3o2)sc(C)c1C,5.4%,19%,-5%,-4%,?,
CC(=O)Nc1ccc(S(=O)(=O)Nc2cccc(-c3nc4ccccc4o3)c2)cc1,3.3%,14%,-2%,7%,-4%,
COc1ccccc1N(C(=O)c1snc(C(N)=O)c1N)C(C(=O)NCc1ccccc1)c1ccc(C)o1 (configuration not stated),4.8%,·,·,2%,·,
CC(=O)Oc1ccc2c(c1)cc(C)n2C,0.7%,33%,-8%,-7%,0%,
OC(CNCc1ccccc1)c1ccccc1 (configuration not stated),0.7%,-2%,-14%,-21%,9%,
CCn1c(SCc2ccc(Cl)cc2)nc2nc3c(cc2c1=O)CCCC3,i,17%,1%,3%,8%,
COc1ccccc1N1CCN(C(=O)CSc2nnc(C)n2C2CC2)CC1,i,-15%,·,5%,2%,
CC(=O)Nc1cccc(OCCCOc2ccc([N+](=O)[O-])cc2)c1,0.1%,-1%,-7%,22%,3%,
CCc1cc(C(=O)c2ccc(OC)cc2)c(NC(=O)CN2CCCC2)s1,4.2%,44%,-1%,7%,12%,
O=C(Nc1ccc(C(=O)O)cc1)/C(=C\c1ccccc1)NC(=O)c1ccco1,0.9%,-14%,1%,1%,-2%,
Cc1ccc(-c2csc3nc(CN(C)Cc4ccccc4)[nH]c(=O)c23)cc1,0.5%,?,-19%,-1%,11%,
CN(C(=O)c1ccc2c(c1)C(=O)N(CCC1=CCCCC1)C2=O)C1CCCCC1,2.4%,30%,·,8%,-15%,
O=C(CSC1=NS(=O)(=O)c2cc(F)ccc2N1)Nc1cccc(F)c1,2.4%,1%,4%,-1%,-10%,
COc1cc(OC)cc(C(=O)NC2CCSc3ccccc32)c1 (configuration not stated),i,9%,-16%,-2%,9%,
COc1ccc(NC(C)=O)c2nc(C)c(C)nc12,2.6%,-5%,-25%,3%,0%,
COc1ccccc1NS(=O)(=O)c1cccc(NC(=O)c2sc3ccccc3c2Cl)c1,5.8%,12%,-8%,3%,1%,
CC(=O)c1cccc(NC(=O)c2ccc(CN3CCc4ccccc4C3)cc2)c1,i,35%,-5%,-18%,6%,
CC(=O)N1N=C(c2ccc(NS(=O)(=O)c3ccccc3)cc2)CC1c1ccco1 (configuration not stated),6.9%,29%,·,-2%,4%,
O=C(CCSCCC(=O)Nc1ccccc1F)Nc1ccccc1F,0.1%,54%,9%,-4%,-2%,
COc1ccc(CNc2oc(-c3cccc4ccccc34)nc2P(=O)(OC)OC)cc1,5.1%,13%,-7%,-24%,-4%,
CC1CCCCN1CCCNc1ccc(C(CC(N)=O)NC(=O)Cc2cccc3ccccc23)cc1[N+](=O)[O-] (configuration not stated),0.6%,2%,-8%,1%,0%,
NCCCCCc1nnc(SCc2cccc(Cl)c2)o1,i,19%,4%,5%,2%,
COc1cccc(CN(C)C(=O)CSCC(=O)Nc2cc(C)on2)c1OC,2.6%,-13%,3%,-2%,-4%,
O=C(NCCc1ccccc1)c1ccc2c(c1)N(Cc1ccccc1)CCS2,11%,45%,2%,0%,4%,
COc1ccc(S(=O)(=O)NCC(c2cccnc2)N2CCN(C)CC2)cc1C (configuration not stated),2.2%,13%,-4%,4%,-5%,
COc1ccc(CCN(C)CC(O)COC(c2ccc(F)cc2)c2ccc(F)cc2)cc1OC (configuration not stated),i,69%,-3%,4%,7%,
CC(=O)Nc1ccc2c(c1)OCCOCCOc1cc(NC(C)=O)ccc1OCCO2,8.6%,-2%,11%,8%,-8%,
COc1ccc(-c2cnnn2-c2ccc(N)cc2)cc1OC,3.9%,0%,1%,20%,-4%,
Cc1cc2cc3c(cc2nc1SCC(=O)N1CCCC1)OCCO3,i,·,·,7%,·,
CCCc1nnc(SCC(=O)NC2CCCC2)n1CCOC,1.2%,-5%,-16%,-6%,0%,
N#CCN1C(=O)C(=O)N(Cc2cccc(Cl)c2)C1=O,i,-14%,-11%,-20%,8%,
N#CCCN(Cc1ccccc1)C(=S)Nc1ccccc1,0.7%,15%,0%,2%,2%,
CC(=O)Nc1ccc(N2CCCC(C)C2)c([N+](=O)[O-])c1 (configuration not stated),2.6%,35%,4%,8%,4%,
CC(C)C(OC(=O)CCCC(=O)Nc1nccs1)C(=O)NC1CCCCC1 (configuration not stated),i,0%,-7%,-11%,-7%,
O=C(CCS(=O)(=O)c1ccccc1)Nc1nncs1,1.4%,74%,-2%,9%,-3%,
O=C(Nc1ccsc1C(=O)N1CCCCCC1)c1ccccc1,1.0%,-1%,7%,-1%,2%,
COc1cc(C(=O)Nc2ccc(O)cc2C(=O)O)ccc1OC(C)=O,i,-1%,-5%,-14%,-3%,
COc1ccccc1NC(=O)Nc1ccc(Cc2ccncc2)cc1,1.9%,16%,-7%,1%,8%,
C=C(C)CNC(=S)Nc1nc2c(cc1C(=O)OCC)CCCC2,i,·,·,-5%,·,VEEV TC-83 Vero 10K pilot screen=1.3
NC(=O)CSc1cn(CCNC(=O)c2cccs2)c2ccccc12,0.7%,-2%,3%,-14%,8%,
COc1ccc(C(=O)Nc2ccncc2)cc1[N+](=O)[O-],0.3%,15%,-4%,-3%,3%,
CCOCCn1c(=O)c2c(nc3n2CCCN3Cc2ccccc2)n(C)c1=O,2.4%,2%,4%,-4%,4%,
COCc1ccc(CN2CCC(Oc3ccc(C(=O)NCc4ccccn4)cc3)CC2)o1,1.1%,-9%,-7%,-9%,-7%,
Cc1csc(CN(C)C(=O)C2CCC(=O)N(Cc3ccc(Cl)cc3)C2)n1 (configuration not stated),i,-5%,-6%,-4%,-2%,
COc1ccc(-c2nc(SCc3ccccc3)n(C(=O)c3ccco3)n2)cc1,2.4%,11%,-7%,0%,4%,
Cn1cccc1/C=C1\CC(C(C)(C)C)C/C(=C\c2cccn2C)C1=O (configuration not stated),8.9%,-12%,3%,21%,-5%,

# The closing two compounds of the section above open the next one.
SMILES,VEEV TC-83 Vero,tuberculosis growth,PhoP GFP inhibition,H1N1 NS1A inhibition,H37Rv inhibition,others
COc1ccc(-c2nc(SCc3ccccc3)n(C(=O)c3ccco3)n2)cc1,2.4%,11%,-7%,0%,4%,
Cn1cccc1/C=C1\CC(C(C)(C)C)C/C(=C\c2cccn2C)C1=O (configuration not stated),8.9%,-12%,3%,21%,-5%,
O=C(CCNS(=O)(=O)c1ccccc1F)N1CCN(S(=O)(=O)c2cccc(F)c2)CC1,3.9%,-11%,-4%,-20%,-3%,
CCOc1cc(N2CCOCC2)c(OCC)cc1NC(=O)CSc1ncccc1C(=O)O,1.9%,13%,·,-4%,8%,
COc1ccccc1C(=O)N1CCN(Cc2cccnc2)CC1,1.8%,-1%,1%,-11%,0%,
CCn1c(SCC(=O)N/N=C/C=C\c2ccccc2[N+](=O)[O-])nnc1-c1ccccc1,1.6%,23%,7%,1%,-6%,
Cc1nnc(SCC(=O)NC2CC2)n1-c1ccccc1,i,-6%,-11%,8%,-5%,
Nc1ncnc(NCc2ccccc2)c1[N+](=O)[O-],1.4%,6%,-2%,6%,5%,
COc1ccc(CNc2ccc(N3CCOCC3)cc2)cc1,0.9%,-8%,-7%,5%,-4%,
COc1ccc(OCCCC(=O)Oc2ccc(OC)cc2)cc1,i,10%,-13%,-9%,-7%,
O=C(O)C1=CC2C=C(Cl)C=CC2OC1=O (configuration not stated),i,·,·,-1%,·,
Cc1nc(C)c(C(=O)O)c(-c2cccs2)c1C(=O)O,i,-8%,2%,·,-7%,
Oc1ccccc1-[n+]1c(-c2ccccc2)cc(-c2ccccc2)cc1-c1ccccc1,0.3%,?,-1%,13%,?,
Cc1cccc(/C=N/NC(=O)c2cccc([N+](=O)[O-])c2)n1,3.1%,?,4%,·,64%,
O=C(O)CCC(=O)N(Cc1cccnc1)Cc1cccc(F)c1,0.8%,-6%,-6%,-3%,0%,
CCn1c(-c2ccc(C)cc2)n[nH]c1=S,1.9%,35%,7%,16%,5%,
Cc1ccc(S(=O)(=O)N(C)C[C@@H]2Oc3c(NS(C)(=O)=O)cccc3C(=O)N([C@H](C)CO)C[C@@H]2C)cc1,1.1%,17%,·,-29%,6%,
COC(=O)[C@@]1(Cc2ccc(F)cc2)[C@H]2c3cc(C(=O)N(C)C)n(CCSCCO)c3C[C@H]2CN1C(=O)c1ccccc1,·,-2%,-1%,·,2%,
CCN(CC)S(=O)(=O)c1ccc(N2CCOCC2)c(NC(=O)c2ccccc2F)c1,4.6%,-5%,-8%,-2%,1%,
Cc1cc(C(=O)N/N=C/c2c(C)[nH]n(-c3ccccc3)c2=O)n[nH]1,i,-6%,-5%,12µM*,-2%,
CC1CCCN(C(=O)CCNC(=O)c2ccccc2Cl)C1 (configuration not stated),1.2%,6%,-12%,-3%,-6%,
O=C(O)c1cccc(N2C(=S)N=C(Nc3ccccc3)C23CCCCC3)c1,0.5%,-9%,-6%,-8%,7%,
Cc1oc2nc(SCCCC(=O)NCCCO)nc(N)c2c1C,2.5%,·,24%,0%,-8%,
C/C(=N\NC(=O)c1cc2c(s1)CCC(C)C2)c1ccc[nH]1 (configuration not stated),0.6%,66%,·,-12%,48%,
CN(C)/C=N/c1nccc(-c2cccs2)n1,0.9%,12%,3%,5%,-8%,
O=C(/C=C/c1cccnc1)c1cccc(O)c1,12%,74%,0%,-2%,6.5µM*,
O=C(Nc1cccc(S(=O)(=O)N2CCCCC2)c1)c1ccc(N2CCCC2=O)cc1,1.1%,-1%,·,-8%,-5%,
CN(Cc1nccn1C)C(=O)CC1C(=O)NCCN1Cc1cccc(Oc2ccccc2)c1 (configuration not stated),1.2%,-24%,8%,11%,-5%,
